From PubChem BioAssay
KDM5B inhibitor: inhibitors of human KDM5B histone demethylase. Potency, µM (top dose mostly 57.7 µM), inactives show at the top dose activity change, negative = inhibition, most hits filed as inhibitors. KDM5B demethylase, FDH-coupled NADH fluorescence (FDH is formaldehyde dehydrogenase). Q9UGL1. AID 1347165. 220,000 tested, 2.6% active; active = well fitted inhibition curve with a large enough effect; inconclusive = small, poorly fitted or top-dose-only effect; inactive = no such curve, though single readings can be large or run the other way; also: 0% is about no effect; nearly all actives have a fitted effect of over 70% in size
Target sequence (Q9UGL1 whole entry, looked up): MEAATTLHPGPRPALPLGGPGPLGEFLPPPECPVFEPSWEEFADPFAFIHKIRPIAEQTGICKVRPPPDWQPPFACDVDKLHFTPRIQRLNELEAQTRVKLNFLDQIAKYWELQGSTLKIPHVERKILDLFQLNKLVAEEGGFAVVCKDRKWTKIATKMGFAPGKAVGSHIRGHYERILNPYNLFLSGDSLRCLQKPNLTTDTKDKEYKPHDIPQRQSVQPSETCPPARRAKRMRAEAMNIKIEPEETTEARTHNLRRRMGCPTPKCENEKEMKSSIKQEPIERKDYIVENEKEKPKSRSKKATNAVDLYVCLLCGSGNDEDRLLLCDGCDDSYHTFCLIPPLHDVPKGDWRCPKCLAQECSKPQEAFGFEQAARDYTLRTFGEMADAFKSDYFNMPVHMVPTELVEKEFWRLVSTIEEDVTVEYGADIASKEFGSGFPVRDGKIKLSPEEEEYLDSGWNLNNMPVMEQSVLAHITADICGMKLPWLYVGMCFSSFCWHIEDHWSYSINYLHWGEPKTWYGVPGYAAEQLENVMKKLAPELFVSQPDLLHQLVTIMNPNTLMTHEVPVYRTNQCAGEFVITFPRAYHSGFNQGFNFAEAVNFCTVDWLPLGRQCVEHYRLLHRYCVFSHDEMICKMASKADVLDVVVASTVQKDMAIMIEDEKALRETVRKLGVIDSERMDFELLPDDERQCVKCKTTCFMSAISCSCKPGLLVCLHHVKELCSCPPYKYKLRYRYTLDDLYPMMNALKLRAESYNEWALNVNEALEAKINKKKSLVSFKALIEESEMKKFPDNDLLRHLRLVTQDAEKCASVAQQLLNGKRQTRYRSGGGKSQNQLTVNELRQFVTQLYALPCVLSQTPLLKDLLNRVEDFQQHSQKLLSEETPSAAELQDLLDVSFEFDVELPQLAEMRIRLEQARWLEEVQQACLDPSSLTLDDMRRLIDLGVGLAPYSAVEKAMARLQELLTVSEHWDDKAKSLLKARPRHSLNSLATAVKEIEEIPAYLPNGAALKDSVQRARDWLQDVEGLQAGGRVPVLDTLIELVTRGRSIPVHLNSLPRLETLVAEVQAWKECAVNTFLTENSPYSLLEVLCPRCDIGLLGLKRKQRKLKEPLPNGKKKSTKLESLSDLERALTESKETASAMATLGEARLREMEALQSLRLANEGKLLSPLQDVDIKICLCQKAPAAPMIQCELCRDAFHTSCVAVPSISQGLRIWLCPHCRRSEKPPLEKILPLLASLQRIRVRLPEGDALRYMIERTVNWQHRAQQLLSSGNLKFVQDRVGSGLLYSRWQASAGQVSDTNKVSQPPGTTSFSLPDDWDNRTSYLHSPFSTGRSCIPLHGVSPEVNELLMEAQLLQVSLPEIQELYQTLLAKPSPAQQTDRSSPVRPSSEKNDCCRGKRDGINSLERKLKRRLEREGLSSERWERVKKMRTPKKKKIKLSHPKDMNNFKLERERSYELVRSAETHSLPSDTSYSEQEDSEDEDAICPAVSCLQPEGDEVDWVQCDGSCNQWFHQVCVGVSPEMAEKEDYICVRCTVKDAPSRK
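KDM5BΔAP (200 nM final) in 50 mM HEPES pH 7.5, 0.01% Tween-20 was preincubated 10 min at RT with compound over a concentration range. Substrate mix (H3K4me3 12.5 µM, α-KG 25 µM, Fe²⁺, ascorbate, NAD⁺, FDH) was added, and NADH fluorescence change over 30 min gave dose-response curves.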
Active calls of the source: *; i = inactive; ? = inconclusive; [ ] = another dose, or the depositor's remark. Potency is read from the fitted curve at half-maximal effect. A portion of the library, so the mix of outcomes need not match the whole.

SMILES | KDM5B inhibitor
COc1cc2c(cc1OC)C(COc1ccc3c(C)cc(=O)oc3c1)N(C(=O)c1ccc(C)cc1)CC2 (stereo not given) | 68%[activator]
CCN(CC)C(=O)COc1ccc(/C=N/NC(=O)c2cc(-c3ccccc3OC)nc3ccccc23)cc1OC | ?
Cc1ccc(Nc2nnc(SCC(=O)Nc3ccnn3C3CCCC3)s2)cc1Cl | -2%
CC(=O)N1CC(CO)C2(CCN(Cc3ccc(F)cc3)CC2)C1 (stereo not given) | 11%
COc1ccc(OC)c(S(=O)(=O)NCCc2sc(-c3cccnc3)nc2C)c1 | ?
COc1ccc(Nc2nc3ccccc3n3cnnc23)cc1Cl | 94%[activator]
COC(=O)CSc1nc(N2CCOCC2)c2c(c1C#N)CCCC2 | -9%
O=C(Nc1cccc(Cl)c1)N1Cc2ccccc2Oc2ncccc21 | ?
CC(=O)N(CCCNC(=O)c1cc(F)cc2nc(C)c(C)nc12)C(C)C | -1%
CCOc1ccc(NC(=O)CN2CCN(CC(=O)Nc3ccccc3OCC)CC2)cc1 | -11%
COCC1CN(C(C)=O)CC12CCN(S(=O)(=O)c1cc(C)ccc1C)CC2 (stereo not given) | -10%
CCc1cccc2c(C(=O)C(NCCOC)c3ccccc3)c[nH]c12 (stereo not given) | 0%
Clc1cccc(/C=N/Nc2ccc(Cl)c(Cl)c2)c1 | ?
Cc1cc(Cl)ccc1OC(C)C(=O)NN (stereo not given) | 10%
COc1ccccc1/C=C/CN1CC[C@@H](c2ccc3c(c2)OCO3)[C@H](O)C1 | -12%
Cc1cccc(CC(=O)NC2CC(=O)N(c3ccc4c(c3)OCCO4)C2)c1 (stereo not given) | -12%
O=C(Cn1nc2c(cc1=O)CCCCC2)N1CCC(c2ccccc2)CC1 | 21%
O=C(Nc1cccc2ccccc12)C1C2CCC3C(CCC21)C3(Cl)Cl (stereo not given) | 14%
Cc1ccc(NC(=O)c2cccc3c2C(=O)N(C2CCCCC2)C3)c(C)c1 | -7%
Cc1ccc2nc(-c3ccccc3)cc(C(=O)N3CCN(CC(=O)N4CCOCC4)CC3)c2c1 | 16%
O=C(CN1CCN(C(=O)c2cccc(I)c2)CC1)N1CCCCC1 | 17%
Cc1cccc(NC(=O)CCNS(=O)(=O)c2cccc3nsnc23)c1C | -17%
COCCNC(=O)CCCN1C(=O)c2ccccc2Sc2ncccc21 | 0%
Cc1cccc(NC(=O)Nc2ccc3c(c2)CCC3)c1 | 15%
N#Cc1ccc(CN2CCN(c3ccc(S(=O)(=O)N4CCCC4)cn3)CC2)cc1 | -30%
COc1cc2c(c(OC)c1)C(=O)O[C@H](C)C[C@@H]1O[C@H]1CCCCC(=O)C2 | 0%
Cn1c(=O)c2c(nc(NC3CCCCC3)n2Cc2ccccc2Br)n(C)c1=O | 3%
Nc1nonc1C(=O)NCCNCc1cccc(Cl)c1Cl | 16%
O=C(Nc1cccc(F)c1)N1C[C@@H]2C[C@H](C1)c1ccc(-c3cccc(C(F)(F)F)c3)c(=O)n1C2 | 28µM*
CCN1CCN(c2cc(C)c3cc(NC(=O)c4ccc(OC)c(OC)c4)ccc3n2)CC1 | ?
O=C(NC1CCCN(c2nc3ncccc3o2)C1)c1ccc(C(F)(F)F)cc1 (stereo not given) | -14%
CC(C)c1ccc(NC(=O)CCNS(=O)(=O)c2cccc3nsnc23)cc1 | ?
Cc1ccc(CN2C(=O)[C@@H]3C[C@@H](O)CN3C3(CN(C4CCCC4)C3)C2=O)o1 | -25%[86.2 µM]
COCCN(CCOC)C(=O)C(C)[C@@H]1CC[C@@]2(C)CC[C@H](NC(C)=O)[C@@H](C)[C@@H]2[C@H]1O (stereo not given in full) | 4%[86.2 µM]
Cc1ccccc1OCC(=O)Nc1nnc(S(=O)(=O)N(C)c2ccccc2)s1 | -2%
O=C(Cn1nc2n(c1=O)CCCCC2)N1CCc2ccccc21 | 7%
COCc1ccc2c(c1)c(OC(C)(C)C(=O)NC1CCOCC1)nn2CCC(C)C | 40µM*
C(=N\N=C1c2ccccc2-c2ccccc21)/c1ccccc1 | 20%
COC(=O)c1cc(C)nc2c1c(=O)nc(SCc1cccc(C)c1)n2C1CC1 | -9%
O=C(O)Cc1ccc(Cl)nc1 | 25%
O=C(Oc1ccc2c(=O)c(Oc3ccccc3Br)coc2c1)c1cccs1 | -1%
COc1ccccc1C(=O)OC1CCN(C)CC1 | 5%
COc1ccc(CCn2c3c(c(=O)[nH]c2=O)C(NC(=O)c2ccccc2)(C(F)(F)F)C(=O)N3)cc1OC (stereo not given) | 5%
Cc1ccc(CNC(=O)COCc2cc(-c3cccs3)on2)cc1 | -3%
COc1ccc(/C(C)=N/NC(=O)CNC(=O)Cc2ccccc2)c(OC)c1 | 1%
CNC(=O)CN(C)Cc1cc(Cl)ccc1OCC(O)CN1CCCCCC1 (stereo not given) | ?
O=C(NC1(c2ccccc2)CCC1)c1cccc(C(F)(F)F)c1 | 10%
CC(C)(C)c1ccc(C(CNC(=O)c2cc(-c3cccs3)on2)N2CCOCC2)cc1 (stereo not given) | -10%

2 entries from above in another layout:
| KDM5B inhibitor | molecule |
| --- | --- |
| 25% | O=C(O)Cc1ccc(Cl)nc1 |
| 1% | COc1ccc(/C(C)=N/NC(=O)CNC(=O)Cc2ccccc2)c(OC)c1 |

(cont.)
SMILES | KDM5B inhibitor
CCOC(=O)C1CCN(C(=O)c2cc3ccc4cccnc4c3[nH]2)CC1 | -12%
COc1ccc(-c2ccnc3nc(CC(C)C)nn23)cc1 | i
Cc1ccc(-n2c(C)nnc2SC(C)C(=O)Nc2cc(C)on2)cc1 (stereo not given) | 7%
Cc1cc(C)nc(NC(=O)Nc2ccc(F)c(Cl)c2)c1 | 13%
COc1ccccc1NC(=O)CCN1CCCCC1 | 5%
CCOc1c(Cl)cc(Cl)cc1CNCc1cccnc1 | 1%
CN1C(=O)C2(CCN(C(=O)CCC3CCCC3)CC2)c2ccccc21 | -8%

Structures above with an aryl methoxy group:
SMILES | KDM5B inhibitor
COc1cc2c(cc1OC)C(COc1ccc3c(C)cc(=O)oc3c1)N(C(=O)c1ccc(C)cc1)CC2 (stereo not given) | 68%[activator]
CCN(CC)C(=O)COc1ccc(/C=N/NC(=O)c2cc(-c3ccccc3OC)nc3ccccc23)cc1OC | ?
COc1ccc(OC)c(S(=O)(=O)NCCc2sc(-c3cccnc3)nc2C)c1 | ?
COc1ccc(Nc2nc3ccccc3n3cnnc23)cc1Cl | 94%[activator]
COc1ccccc1/C=C/CN1CC[C@@H](c2ccc3c(c2)OCO3)[C@H](O)C1 | -12%
COc1cc2c(c(OC)c1)C(=O)O[C@H](C)C[C@@H]1O[C@H]1CCCCC(=O)C2 | 0%
CCN1CCN(c2cc(C)c3cc(NC(=O)c4ccc(OC)c(OC)c4)ccc3n2)CC1 | ?
COc1ccccc1C(=O)OC1CCN(C)CC1 | 5%
COc1ccc(CCn2c3c(c(=O)[nH]c2=O)C(NC(=O)c2ccccc2)(C(F)(F)F)C(=O)N3)cc1OC (stereo not given) | 5%
COc1ccc(/C(C)=N/NC(=O)CNC(=O)Cc2ccccc2)c(OC)c1 | 1%
COc1ccc(-c2ccnc3nc(CC(C)C)nn23)cc1 | i
COc1ccccc1NC(=O)CCN1CCCCC1 | 5%
